# KKLEB tox = CF airway cell cytotoxicity counter-screen | KKLEB CF airway cells viability, ATPlite luminescence, overnight; active compounds read low; cells stimulated with P. aeruginosa culture filtrate | activity change (cytotoxicity), % at 5 µM | 360,000 tested, 0.36% active;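 active means corrected activity change at or below -50% at 5 µM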
# hiPSC survival = enhancers of human iPSC single-cell survival. hiPSC single-cell survival, ATPlite luminescence; 100% = ROCK inhibitor wells, 0% = DMSO. survival enhancement, % at 20 µM. 360,000 tested, 0.044% active. AID 602274; in the data active means survival enhancement above about 18%;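 further: cells exposed to compounds for 16 hours before the ATP read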
# HIF-2a inh = inhibitors of HIF-2a; 786-0 RCC cells HIF-2a reporter, luciferase luminescence, overnight; inhibition, % at 18.8 µM; AID 624352; 360,000 tested, 0.72% active;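 active means inhibition of the luminescence signal of 40% or more relative to plate controls, in a single-dose primary screen at 18.75 µM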
# EBV LMP1 NFkB = reduces LMP1-driven NF-kappaB luciferase signal | inhibition, % at 12.5 µM | 350,000 tested, 0.69% active | AID 504558 | LMP1-induced NF-kappaB luciferase reporter cells, luminescence; in the data active means inhibition above about 41%;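 further: 0% = neutral control wells and 100% = reference inhibitor control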
# NR2E3 ag-1 = activates human photoreceptor nuclear receptor NR2E3 | Q9Y5X4 | GST-NR2E3/biotin-RetCOR TR-FRET, 1536-well | inhibition of corepressor binding, % at 4.78 µM | 320,000 tested, 0.12% active | AID 2300;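 active means percent inhibition above the cutoff of mean plus 3 SD of all tested compounds, set per screening campaign, cut at about 20% in these data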;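 further: 0% = DMSO wells and 100% = biotin wells as full block of FRET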
# Target sequence (Q9Y5X4 whole entry, looked up): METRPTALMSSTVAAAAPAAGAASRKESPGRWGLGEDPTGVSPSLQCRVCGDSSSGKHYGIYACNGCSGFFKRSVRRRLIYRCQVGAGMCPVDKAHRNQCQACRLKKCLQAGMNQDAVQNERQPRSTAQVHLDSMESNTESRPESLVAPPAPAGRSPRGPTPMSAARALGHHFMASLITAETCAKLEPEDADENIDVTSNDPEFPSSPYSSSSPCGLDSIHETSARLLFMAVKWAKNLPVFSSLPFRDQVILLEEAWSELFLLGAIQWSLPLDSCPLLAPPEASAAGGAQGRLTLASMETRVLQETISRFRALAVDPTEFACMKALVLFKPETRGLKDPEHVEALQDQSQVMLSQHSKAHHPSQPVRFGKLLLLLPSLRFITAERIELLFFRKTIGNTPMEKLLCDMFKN
#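 Material: NR2E3–RetCOR corepressor complex | Quantity: 1.35 nM GST-tagged NR2E3 final | Schedule: 5 h at 4 °C | Replication: Singlicate compound wells | Reagent: RetCOR corepressor, biotinylated, 7 nM | Controls: Biotin wells as high control, 0.6% DMSO wells as low control | Signal: TR-FRET, Eu(K)-anti-GST donor, streptavidin-D2 acceptor, ex 340, em 617/671 nm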
# NR2E3 ag-2 = activates human NR2E3 receptor; AID 602229; 360,000 tested, 0.35% active; CHO-S Gal4-NCOR/VP16-NR2E3 two-hybrid, luciferase; inhibition of corepressor binding, % at 3.98 µM;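 active means inhibition above the mean of all tested compounds plus 3 SD, cut at about 70% in these data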;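 further: 0% = DMSO with NR2E3 transfected cells and 100% = cells lacking NR2E3 construct; higher means lower luciferase signal from less NR2E3 corepressor binding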
# Shn3 inh set2 = Schnurri-3 reporter inhibition in Clone20 osteoblasts. Clone20 osteoblast Shn3 3'UTR firefly luciferase, 24 h. inhibition, % at 12.5 µM. 360,000 tested, 0.52% active;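 active means mean inhibition of at least 75% with every replicate also reaching 75%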;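 further: 0% = median of neutral control wells and 100% = pilot-screen positive control compound; some compounds past the cut are filed as inactive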
# TRAIL sens C8 = caspase-8 TRAIL sensitization; NB7+C8 cells + TRAIL, ATPlite viability luminescence; inhibition (viability loss, TRAIL sensitization), % at 10 µM; 360,000 tested, 1% active; AID 624354;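 active means compounds causing at least 50% loss of cell viability in the single-dose screen, relative to plate controls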
# TRPM1 prom inh = reduces MITF-dependent TRPM1 promoter luciferase signal. inhibition, % at 12.5 µM. AID 488899. SK-MEL-5 TRPM1 promoter luciferase, 24 h. 330,000 tested, 0.83% active;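 active means mean inhibition across replicates of 60% or more, whatever share of single replicates reaches that level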; further: values of inactives mirror those of a sister screen read the other way
# Peg3 prom inh = reduces Peg3 promoter-driven luciferase expression in HeLa; HeLa PEG-Prom luciferase reporter, luminescence, overnight; inhibition, % at 20 µM; 360,000 tested, 1.7% active;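 active means inhibition of at least 50% at 20 µM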
# CF NFkB inh = cystic fibrosis NF-kB activation inhibition. inhibition, % at 5 µM. AID 588850. 360,000 tested, 0.86% active. KKLEB NF-kB-GFP reporter, PAF-induced, GFP fluorescence overnight;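 active means at least 50% inhibition at 5 µM, scaled per plate between neutral and stimulator controls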;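 further: PAF is a Pseudomonas aeruginosa culture filtrate used as stimulus; plate controls were PAF-stimulated DMSO wells for no effect and unstimulated DMSO wells for full effect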
# Starred values were filed as active, the others as inactive; / = no result given. Only part of the results is shown; the hit share may differ from the screen's.
SMILES,KKLEB tox,hiPSC survival,HIF-2a inh,EBV LMP1 NFkB,NR2E3 ag-1,NR2E3 ag-2,Shn3 inh set2,TRAIL sens C8,TRPM1 prom inh,Peg3 prom inh,CF NFkB inh
O=C(CC1C(=O)NCCN1Cc1ccc(-c2ccccc2)cc1)NCCc1ccccn1 (stereo unspecified),7.8,2.2,-22.8,0.3,0.4,12.0,-12.4,3.9,-2.3,-7.8,-5.4
CC(C)N1CCC1(C)C(=O)Nc1nccc2cccnc12 (stereo unspecified),-24.5,-1.9,2.7,/,/,-19.8,31.1,-1.8,/,5.4,29.7
O=C(CCNC(=O)c1ccccc1Cl)Nc1cccc(S(=O)(=O)N2CCCC2)c1,-20.7,-0.4,5.8,-1.1,4.5,-2.0,-5.3,-9.0,3.8,8.0,-16.2
COC(=O)CCN(C(=O)c1ccc(N2CCCC2)c([N+](=O)[O-])c1)c1ccccn1,-14.1,0.1,0.8,2.0,0.7,-15.5,-24.7,0.4,2.3,8.7,9.5
CCCn1c(SCc2ccon2)nc2ccccc2c1=O,-7.2,6.7,7.1,1.6,0.6,4.4,10.7,5.0,10.7,21.2,-1.1
Cc1ccnc(N2CCC(C(=O)NNC(=O)COc3cccc4ccccc34)CC2)n1,20.2,2.8,19.8,12.3,2.6,-4.7,10.9,-3.6,8.2,14.9,-16.7
CC1(C(=O)NC2CCCCCC2)CCN1C(=O)Cc1ccc(-c2ccccc2)cc1 (stereo unspecified),-1.1,-2.0,6.9,/,/,10.3,14.9,10.7,/,15.2,5.1
CC(=O)c1ccc2c3c(cccc13)CC2,-3.4,2.2,4.6,-4.0,-4.0,-2.8,11.5,2.7,-14.2,-10.2,-18.8
O=C(CN(CCc1ccccc1)C(=O)c1csnn1)NC1CCCC1,0.9,0.0,18.2,-2.9,1.0,-5.6,10.4,-4.2,-1.3,1.5,-3.9
CNC(=S)N/N=C/c1ccccc1OCC(=O)O,-3.0,0.2,9.8,-6.1,-2.0,7.0,3.5,-9.1,6.3,-6.0,21.2
COc1cc2cc3c(N)c(C(=O)NCc4ccco4)sc3nc2cc1OC,-6.8,1.0,-8.8,-76.4,1.8,-7.6,-25.4,8.7,-51.4,-67.1,-5.2
COc1ccccc1NC(=S)N1CCC(c2nc3ccccc3o2)CC1,7.8,-0.6,7.4,3.3,4.2,6.2,-11.1,-2.0,-0.7,11.5,-10.2
Brc1ccc(CNc2nc3ccccc3n2CCN2CCCCC2)cc1,-12.6,-0.2,14.4,8.5,0.3,13.2,42.8,-7.3,4.3,21.2,0.3
O=C(CCC(=O)Nc1ccccc1Cl)NNC(=O)C1CCCCC1,-26.6,-1.1,15.6,3.4,/,13.2,-8.2,-21.2,-1.7,9.7,38.2
CCN(CC)CCOC(=O)c1c(C)oc2ccc(OC)cc12,9.7,4.8,-2.5,-7.9,1.5,-12.4,9.2,-10.3,-17.9,-104.8,-6.8
O=C(N/N=C/C=C\c1cccc([N+](=O)[O-])c1)c1cccnc1,1.6,-0.4,-1.9,3.4,-3.0,-7.8,-31.3,3.9,12.4,3.0,-51.8
COCC(C)NS(=O)(=O)c1ccc(C)cc1 (stereo unspecified),3.2,-2.5,8.6,-2.6,1.8,6.7,-3.7,-5.4,11.1,5.9,-5.0
O=C(N/N=C/C=C/c1ccccc1)c1cc2c(ccc3ccccc32)o1,-11.5,-5.2,-16.9,-9.5,0.8,-7.5,-10.3,57.2*,-8.3,1.5,-9.0
CC(=O)Nc1ccc(S(=O)(=O)N2CCCc3ccccc32)cc1,-4.7,-0.7,-36.2,-1.3,1.6,-39.5,2.0,2.2,14.1,13.5,0.4
Cc1cccc(NC(=O)Cn2cnc(S(=O)(=O)N3CCCC3)c2)c1C,11.5,-0.5,5.9,-4.7,1.6,-5.7,-5.0,5.1,-12.9,12.3,-5.9

# Molecules above that contain a halogen:
SMILES,KKLEB tox,hiPSC survival,HIF-2a inh,EBV LMP1 NFkB,NR2E3 ag-1,NR2E3 ag-2,Shn3 inh set2,TRAIL sens C8,TRPM1 prom inh,Peg3 prom inh,CF NFkB inh
O=C(CCNC(=O)c1ccccc1Cl)Nc1cccc(S(=O)(=O)N2CCCC2)c1,-20.7,-0.4,5.8,-1.1,4.5,-2.0,-5.3,-9.0,3.8,8.0,-16.2
Brc1ccc(CNc2nc3ccccc3n2CCN2CCCCC2)cc1,-12.6,-0.2,14.4,8.5,0.3,13.2,42.8,-7.3,4.3,21.2,0.3
O=C(CCC(=O)Nc1ccccc1Cl)NNC(=O)C1CCCCC1,-26.6,-1.1,15.6,3.4,/,13.2,-8.2,-21.2,-1.7,9.7,38.2

# New compounds follow
SMILES,KKLEB tox,hiPSC survival,HIF-2a inh,EBV LMP1 NFkB,NR2E3 ag-1,NR2E3 ag-2,Shn3 inh set2,TRAIL sens C8,TRPM1 prom inh,Peg3 prom inh,CF NFkB inh
Cc1cc(C)n(C(=O)c2cc3sccc3[nH]2)n1,11.2,0.3,-200.2,-17.4,0.8,-26.2,-20.6,7.8,-18.5,-107.2,-1.8
Cc1cc(C)cc(C(=O)N2CC(C)OC(C)C2)c1 (stereo unspecified),9.7,3.1,17.8,5.5,0.5,-15.5,-15.8,-16.8,0.7,-0.3,2.2
COc1ccc(C2(c3ccc(OC)cc3)NC(=O)N(CC(=O)Nc3ccc(OC)c(OC)c3)C2=O)cc1,-4.0,-0.7,6.8,0.2,1.8,-1.2,15.1,2.2,9.1,16.3,14.7
COC(=O)c1ccc(OCC(=O)NCCC2=CCCCC2)c(OC)c1,-3.7,-0.4,-3.4,4.1,/,-5.8,-5.2,-5.6,-3.1,2.3,2.3
O=S(=O)(NCc1ccc2c(c1)OCO2)c1ccccc1F,-0.8,0.7,-17.1,0.0,-0.4,-3.7,-5.1,3.9,5.4,-0.8,-14.8
O=C(CSc1nnc(CNC(=O)c2ccccc2)o1)NCc1ccccc1,1.5,-0.4,3.2,-7.5,1.9,0.1,12.4,-3.4,-0.9,8.4,-1.5
NC(Cc1ccc(Cl)cc1)c1csc(NC(=O)NCCc2ccccc2)n1 (stereo unspecified),-23.7,-3.9,8.1,/,/,15.7,-11.2,28.1,/,95.6*,5.6
CN(C)S(=O)(=O)c1cccc(NC(=O)CCNC(=O)c2ccccc2Cl)c1,-2.9,2.5,2.9,2.1,-2.4,-11.6,7.0,-7.6,-7.3,-0.1,16.6
O=c1[nH]c(C2CCN(S(=O)(=O)c3ccc(S(=O)(=O)NC4CC4)cc3)CC2)nc2c1nnn2Cc1ccccc1,-13.2,0.3,-2.9,-8.1,1.6,-14.7,-5.3,-6.2,7.5,24.0,-5.2
COc1ccc2sc(-c3ccc(S(C)(=O)=O)cc3)c(-c3ccc4c(c3)OCCO4)c2c1,-6.6,-3.2,-10.2,3.9,/,11.5,-21.2,18.2,-7.5,11.2,16.5
CN(CCNC(=O)C1(O)c2ccccc2NC(=O)N1c1ccccc1)Cc1ccccc1 (stereo unspecified),8.3,-2.1,1.7,-5.0,-1.0,-15.0,-8.8,4.1,5.9,10.7,-4.4
C/C(=N\NC(=O)c1nnn(-c2nonc2N)c1CSc1ccc(C)cc1)c1ccco1,-10.1,-0.7,2.4,-3.1,-3.0,-17.5,4.9,1.8,1.7,11.2,-16.3
Cc1ccc(C(=O)C2CCN(S(=O)(=O)c3ccc(C(=O)O)cc3)CC2)cc1,-4.2,-0.2,27.6,-7.5,-3.9,-30.3,-11.5,-8.7,0.1,2.3,20.9
Cc1cc(C(=O)NNC(=S)NC(C)c2ccccc2)cs1 (stereo unspecified),3.4,-0.7,21.4,10.5,1.7,-11.9,-3.4,-7.2,18.0,21.5,3.0
CC(C)Cc1ccc(CN2CCCC(NC(=O)CCCN3CCCC3=O)C2)cc1 (stereo unspecified),8.3,-0.3,-1.6,9.5,1.9,14.2,-2.7,-1.0,4.4,-25.3,-2.0
COC(=O)c1c(-c2ccccc2)csc1NC(=O)c1ccco1,-0.8,-3.9,-345.3,-48.7,1.1,-85.1,-45.7,11.8,-92.0,-314.7,7.1
c1coc(CNc2ncnc3c2oc2ccccc23)c1,-3.1,-1.8,-27.1,10.8,2.2,22.1,44.9,-6.4,2.0,-22.0,6.5
CCCCN1C(=O)C(CC(=O)NCC2CCCCC2)CC(C(=O)N(CC)CC)=C1C (stereo unspecified),7.8,3.3,-10.2,10.2,/,-9.0,-7.5,13.9,/,-18.8,-21.9
Cc1cc(-c2csc(NCc3ccccc3)n2)c(C)n1C,11.3,0.3,17.0,-3.3,/,-36.7,-2.9,-10.4,-11.5,4.1,6.2
CCOc1ccc(Nc2nc3c(C)cccc3cc2C#N)cc1,7.3,-0.7,-15.0,8.7,1.8,-1.7,-29.1,-7.3,2.4,20.1,-9.8
CCOC(=O)c1nnn(-c2nn3nnnc3c3ccccc23)c1C,-1.4,-2.0,2.8,11.0,0.4,15.6,7.3,-8.1,2.7,14.1,14.8
Cc1cc2c(cc1S(=O)(=O)C(C)CC(=O)NCc1ccco1)OCC(=O)N2 (stereo unspecified),8.5,0.8,10.0,0.4,5.4,18.1,-10.9,11.8,5.3,3.7,12.6
COCCn1c(SCC(=O)Nc2ccc(C)cc2)nc2c(oc3ccccc32)c1=O,4.0,3.8,12.2,2.7,2.1,-12.9,20.3,0.4,13.6,9.3,4.4
COc1ccc(NC(=O)c2oc3ccc(S(=O)(=O)N4CCOCC4)cc3c2C)c(OC)c1,-10.3,0.1,14.0,17.8,/,-16.4,12.8,25.2,-2.2,4.4,3.1
CN1CCN(c2ncnc3c2ncn3[C@H]2CN(Cc3ccco3)C[C@@H](CO)O2)CC1,4.5,3.4,5.0,/,/,14.7,-19.7,6.3,/,3.4,9.4
COC(=O)c1cc(Cl)c(NC(=O)/C=C/c2ccc(Cl)cc2Cl)cc1OC,-30.0,-0.4,-35.6,3.2,-1.8,-5.2,19.2,-0.7,-5.7,-13.3,29.8
Cc1onc(-c2ccccc2)c1CNC(=O)Nc1cccc(Cl)c1,3.9,-0.7,14.2,10.6,-4.4,13.8,70.4,9.4,16.3,29.9,-16.1
CCOC(=O)c1ccc(NC(=O)CC2C(=O)OCCN2CC)cc1 (stereo unspecified),6.2,3.0,10.7,3.2,5.1,-0.8,-8.9,-7.0,4.2,7.3,2.4
O=[N+]([O-])c1ccc2nc(-c3cccnc3)[nH]c2c1,6.5,-0.7,-118.9,-9.2,6.9,-13.5,-19.3,-18.7,-17.4,-67.5,-25.3
CC(C)NC(=O)C1(N2C(=O)c3ccccc3C2=O)CCCC1,7.6,8.8,11.8,-3.2,/,2.0,15.1,1.2,-0.7,-0.6,-4.0

# Two entries drawn at random from the list so far:
SMILES,KKLEB tox,hiPSC survival,HIF-2a inh,EBV LMP1 NFkB,NR2E3 ag-1,NR2E3 ag-2,Shn3 inh set2,TRAIL sens C8,TRPM1 prom inh,Peg3 prom inh,CF NFkB inh
CCOC(=O)c1ccc(NC(=O)CC2C(=O)OCCN2CC)cc1 (stereo unspecified),6.2,3.0,10.7,3.2,5.1,-0.8,-8.9,-7.0,4.2,7.3,2.4
CCOC(=O)c1nnn(-c2nn3nnnc3c3ccccc23)c1C,-1.4,-2.0,2.8,11.0,0.4,15.6,7.3,-8.1,2.7,14.1,14.8

# Screening results from PubChem BioAssay.
